# All columns: NCI-60 one-dose screen, growth in % after 48 h at 10 µM unless noted; 100 = growth as untreated, 0 = no growth, -100 = all killed.
# HCC-2998 = HCC-2998 colon cancer; 79,000 tested, 4.7% active
# A498 = A498 renal cancer cells; AID 1794774; 76,000 tested, 5.4% active
# SNB-75 = SNB-75 CNS cancer; 79,000 tested, 5% active
# HCT-15 = HCT-15 colon cancer. 82,000 tested, 5.2% active
# HCT-116 = HCT-116 colon cancer; 82,000 tested, 7.3% active
# HT29 = HT29 colon cancer | 81,000 tested, 7.4% active | AID 1794748
# KM12 = KM12 colon cancer cells; AID 1794800; 82,000 tested, 5% active
# COLO 205 = COLO 205 colon cancer; 79,000 tested, 7.3% active
# SW-620 = SW-620 colon cancer; 82,000 tested, 5.2% active
# The depositor's hits bear a star; . = no result given; & = joins results of further samples; [ ] = dose if it differs, or a comment. The calls were made as follows: active = growth percent below 10; inactive = the rest.
SMILES,HCC-2998,A498,SNB-75,HCT-15,HCT-116,HT29,KM12,COLO 205,SW-620
O=C1CNC(c2cccc([N+](=O)[O-])c2)N1O (configuration not stated),110,89,93,103,99,108,97,120,100
Nc1ccc2oc(=O)c(C(=O)O)cc2c1,105,125,93,98,102,114,99,100,98
c1ccc(CNNCc2ccccc2)cc1,108,99,95,101,111,98,108,113,104
COc1cc(/C=C/c2cc(/C=C/c3ccc(O)c(OC)c3)n(-c3c(Cl)cccc3Cl)c(=O)n2)ccc1O,42,79,49,10,4.6*,-30*,12,72,10
CC(C)(C)c1ccc(C(=O)O)c(Br)c1,108,105,104,122,98,104,107,109,105
C1=Cc2ccccc2CC1,104,94,87,106,103,104,108,100,98
COC(=O)[C@@]1(C)CC[C@]2(C)CC[C@]3(C)C(=CC[C@@H]4[C@@]5(C)CCC(=O)NC(C)(C)[C@@H]5CC[C@]43C)[C@@H]2C1,104,106,92,111,100,95,106,114,92
NC(=O)c1c(NC(=O)c2ccccc2)sc2c1CCC(=O)C2,.,92,-3.0*,12,8.7*,9.5*,5.2*,-50*,16
COC(=O)/C=C/c1cccc([N+](=O)[O-])c1,106,77,102,87,93,102,97,120,98
Cc1ccc(C(c2c(O)c3ccccc3[nH]c2=O)c2c(O)c3ccccc3[nH]c2=O)cc1,113,109,85,102,96,117,101,133,103
COc1nccc2c(N(C)C(=O)Nc3ccc(N(C)C)cc3)nc(N)nc12,105,98,83,68,74,49,94,106,98
CN1CCCNc2c(c(=O)c2=O)NCCCN(C)CCCNc2c(c(=O)c2=O)NCCCN(C)CCCNc2c(c(=O)c2=O)NCCCN(C)CCCNc2c(c(=O)c2=O)NCCCN(C)CCCNc2c(c(=O)c2=O)NCCC1,104,93,102,109,91,102,102,126,105
COCCOCn1c(NN)c(C#N)c2c(N)ncnc21,114,112,104,104,106,118,119,128,109
CCOP(=O)(OCC)/C(=C\N1C(=O)CC(=O)NC1=S)C(=O)OC,86,88,90,102,115,111,105,100,101
Nc1nc(N)c2[nH]c(=S)[nH]c2n1,107,108,105,101,104,109,106,113,101
Cc1nn(-c2ccccc2)c2nc3c(nc12)C(=O)CC(C)(C)C3,102,104,85,102,94,99,100,110,110
CCN1C(=S)N(CC)C2C1NC(=O)N2/N=C/C=C/c1ccccc1 (configuration not stated),114,87,77,92,92,102,103,118,100
O=C(CN1C(=O)CN(/N=C/c2ccc([N+](=O)[O-])o2)C1=O)c1ccc(Br)cc1,106,.,.,96,95,111,100,111,112
CC/C=C\C/C=C\C[C@H](O)C/C=C1/C(=O)C=C[C@@H]1C/C=C\CCCC(=O)OC,-84*,22,53,-26*,-64*,-25*,-72*,-69*,-46*
c1ccc(-c2nc3c4c5c(sc4ncn3n2)CCCC5)cc1,98,103,73,102,98,97,99,96,95
O=C1C(O)CCN1C1CCCCC1 (configuration not stated),98,91,86,110,111,104,113,102,95
O=C(Nc1cc(C(F)(F)F)cc(C(F)(F)F)c1)Nc1cc(Cl)ccc1-c1nn[nH]n1,99,71,95,83,85,96,96,102,95
CCN(CC)Cc1nc2nc(Cl)c(Cl)nc2[nH]1,.,86,89,102,105,101,108,117,100
O=C(Nc1cccc(Cl)c1)Nc1cccc(Cl)c1,73,60,95,61,43,82,44,89,81
Cc1ccc(C(=O)NN2C(=O)CSC2c2ccc(N(C)C)cc2)cn1 (configuration not stated),97,107,94,95,102,113,109,119,105

# Ordered by SMILES length (falling): some entries from above
SMILES,HCC-2998,A498,SNB-75,HCT-15,HCT-116,HT29,KM12,COLO 205,SW-620
COc1cc(/C=C/c2cc(/C=C/c3ccc(O)c(OC)c3)n(-c3c(Cl)cccc3Cl)c(=O)n2)ccc1O,42,79,49,10,4.6*,-30*,12,72,10
COCCOCn1c(NN)c(C#N)c2c(N)ncnc21,114,112,104,104,106,118,119,128,109
CC(C)(C)c1ccc(C(=O)O)c(Br)c1,108,105,104,122,98,104,107,109,105

# Copied from the listing for reference:
SMILES,HCC-2998,A498,SNB-75,HCT-15,HCT-116,HT29,KM12,COLO 205,SW-620
CCN(CC)Cc1nc2nc(Cl)c(Cl)nc2[nH]1,.,86,89,102,105,101,108,117,100
O=C(Nc1cccc(Cl)c1)Nc1cccc(Cl)c1,73,60,95,61,43,82,44,89,81
Cc1ccc(C(=O)NN2C(=O)CSC2c2ccc(N(C)C)cc2)cn1 (configuration not stated),97,107,94,95,102,113,109,119,105

# Following part:
SMILES,HCC-2998,A498,SNB-75,HCT-15,HCT-116,HT29,KM12,COLO 205,SW-620
CC(=O)Nc1nnc(S(N)(=O)=O)s1,96&96,79&116,102&80,95&103,100&109,100&108,101&105,116&102,106&111
Clc1ccc(C(c2ccccc2)C(Cl)Cl)cc1 (configuration not stated),90,91,87,100,97,89,106,111,106
Cc1ccc(-c2cc(-c3cccnc3)[nH]c(=O)c2C#N)cc1,102,82,85,103,115,107,101,118,102
CC1(C)COC(=S)N1CCC#N,100,93,99,103,121,100,100,104,103
COc1cc(/C=C\c2cccc[n+]2C)ccc1O,112,95,75,110,98,110,112,93,106
Cc1sc(N=Nc2ccc(N(C)C)cc2)[n+]([O-])c1C,112,88,82,100,112,103,92,104,99
C=C(C)[C@@H]1CC[C@]2(C)[C@H](CC=C3[C@@H]4C[C@@](C)(CO)CC[C@]4(C)CC[C@]32C)[C@@]1(C)CCCN,97,97,89,100,89,90,101,100,100
CCOC(=O)n1cc(-c2nonc2-c2cn(C(=O)OCC)c3ccc(Br)cc23)c2cc(Br)ccc21,110,99,82,95,94,92,90,107,103
Cn1cc(-c2csc(-c3ccc(Cl)cc3)n2)c2cccnc21,-92*[100 µM],-80*[100 µM],-83*[100 µM],-32*[100 µM],-62*[100 µM],-70*[100 µM],-82*[100 µM],-66*[100 µM],-62*[100 µM]
O=Cc1[nH]c(Sc2ccccc2)c2ccccc12,109,95,43,70,61,55,81,65,81
CN1C(=O)/C(=C/c2cn(-c3ccccc3)nc2-c2ccccc2)SC1=S,115,79,101,103,100,109,102,124,99
COc1ccc(Nc2ncccc2/C=C\c2cc(OC)c(OC)c(OC)c2)cc1,99,.,77,58,39,57,57,61,55
Cc1n[nH]c(C)c1-c1c(C)n[nH]c1C,5.0*,.,35,-14*,-44*,7.4*,-19*,-22*,-26*
Cc1ccc(-c2nc(N3CCN(C(=O)Nc4ccccc4)CC3)c3ccccc3n2)cc1,70,40,81,64,79,80,75,97,96
COc1ccc(/C=c2/c(=O)[nH]c3nc4sc(C)c(C)c4c(=O)n23)cc1,113,101,93,73,93,88,99,111,107
CCOC(=O)C1=C(C)NC(=O)NC1c1ccc(F)cc1 (configuration not stated),116,112,85,96,106,106,104,112,109
O=C1CCC(N2C(=O)c3ccc(NS(=O)(=O)c4ccccc4OC(F)(F)F)cc3C2=O)C(=O)N1 (configuration not stated),11,29,58,7.8*,97,78,41,20,20
O=C(/C=C/c1ccccc1)N(C1CCCCC1)C1CCCCC1,92,93,81,86,58,69,95,100,92
COC(=O)CCCCC1=CCC2C(=O)C=C(O)C2C1 (configuration not stated),132,.,85,96,102,104,.,111,106
O=C1/C(=C\c2ccc3nccnc3c2)SC(=S)N1CCc1ccc(O)cc1,117,83,66,78,95,112,52,119,98
COc1ccc(C2=Nc3c(N)nc(N)nc3NC(c3cccc(Nc4ccnc5cc(C(F)(F)F)ccc45)c3)C2)cc1 (configuration not stated),72,85,66,37,38,30,40,58,50
CCN1CCN(CCNc2nccc(-c3c(-c4cccc(OC)c4)nc4occn34)n2)S1(=O)=O,130,.,112,102,100,50,100,43,132
O=C1NC(=O)N(C2CCCCC2)CC1Br (configuration not stated),.,114,85,80,87,101,112,97,86
COc1cccc2ccc(CC(O)(c3ccccc3)c3ccccc3)nc12,97,102,75,55,77,92,67,95,99
N#Cc1nc(-c2ccccc2)oc1N1CCC(S(=O)(=O)N2CCCCC2)CC1,101,97,99,112,109,106,101,117,97

# Following part
SMILES,HCC-2998,A498,SNB-75,HCT-15,HCT-116,HT29,KM12,COLO 205,SW-620
Cc1cccc(C)c1Nc1nnc(-c2cc(F)c(F)c(F)c2)o1,102,131,98,61,29,59,103,69,96
O=C1[C@H]2Cc3c([nH]c4ccccc34)[C@H](c3ccc(Cl)cc3)N2C(=O)CN1C1CCN(Cc2c(Cl)cccc2Cl)CC1,44,101,.,40,38,18,73,55,77
N#CC1=C(c2cccs2)Nc2c(c(-c3ccccc3)nn2-c2ccccc2)C12C(=O)Nc1ccc(Br)cc12 (configuration not stated),6.3*,-11*,-39*,-6.7*,-53*,-33*,-12*,-83*,-25*
COc1ccc2c(c1)C(=Nc1cc(OC)c(OC)c(OC)c1)C(=O)N2,125,.,104,100,51,115,105,92,102
O=C(O)c1ccc(COc2ccc([N+](=O)[O-])cc2Cl)cc1,89,83,118,107,95,110,96,105,100
Cc1ccc2c(c1)c(=O)n(-c1ccccc1)c1nnc(C)n21,97,.,96,100,104,100,102,113,104
CCOC(=O)c1csc(-c2ccc(COC(=O)c3ccccc3)o2)n1,105,112,92,96,100,104,112,114,112
O=C(CSc1nnc(-c2c[nH]c3ccccc23)n1-c1ccccc1)Nc1ccc(C(=O)/C=C/c2ccc(Br)cc2)cc1,94,106,87,68,-32*,87,72,108,98
O=C1Nc2ccc(F)cc2/C1=N/N=C/c1cccc(F)c1,99,68,86,85,95,102,89,110,93
Cc1c2cnccc2c(C)c2c1c1cc(C(=O)O)ccc1n2C,4.9*,-57*,-7.4*,1.0*,2.6*,7.1*,5.5*,-9.7*,7.2*
CN1c2ccccc2C(=O)N(NC(=O)Nc2ccccc2)C1c1ccc([N+](=O)[O-])cc1 (configuration not stated),117,124,101,105,47,108,115,114,105
CC/C(=C(/c1ccc(Cl)cc1)c1ccc(OCCN2CCCCCC2)cc1)c1ccccc1,98,80,107,35,63,17,55,37,45
COc1ccc(/C=C2/C(=O)Nc3cc(Cl)c(-c4csc(N)n4)cc32)cc1,77,25,37,40,36,28,26,34,31
O=C(COc1ccc(NC(=O)Nc2ccccc2)cc1)N=Nc1c(O)[nH]c2ccc(Cl)cc12,101,108,123,99,81,112,53,107,83
C#CCOc1cc(N(CC)CC)ccc1C(C(=O)NC(C)(C)C)N(C(=O)C1CCc2cc(F)ccc2O1)c1ccccc1F (configuration not stated),73,33,40,30,20,45,19,13,42
N=c1c2ccccc2nc2n1CCCCC2,106,121,100,110,109,110,112,104,110
Cc1cc(N)c(S(=O)(=O)O)c(N)c1,86,101,99,105,92,111,107,.,91
NCC(=O)NO,108,83,96,96,95,105,107,23,108
Cc1ccc(CSc2nc(Cl)c(C#N)c(-c3ccc(F)cc3)n2)cc1,88,92,126,54,59,38,72,77,63
C#CCNC(=O)[C@]12CCC(C)(C)C[C@@H]1C1=CC[C@@H]3[C@@]4(C)Cc5c([nH]c6ccccc56)C(C)(C)[C@@H]4CC[C@@]3(C)[C@]1(C)CC2,102,100,77,89,89,94,92,96,97
COc1ccc(CC2(c3ccccc3)NC(=O)NC2=O)cc1 (configuration not stated),.,.,94,70,91,95,82,95,82
COc1ccc2nc(Cl)c3sc4ccc(F)cc4c(=O)c3c2c1,127,92,73,93,96,118,99,106,84
CCCCCCCCCCCCCCC1CC(=O)OC1=O (configuration not stated),93,97,104,101,95,99,108,102,98
O=C1NC(c2ccccc2)(c2ccccc2)C(=O)N1CCN1CCCCC1,116,46,96,100,103,103,113,131,103
Cc1cccc(N2CCN(CC(O)COc3ccccc3C)CC2)c1 (configuration not stated),117,72,101,104,97,101,101,97,.

# Single records, from the list above. Order of values: HCC-2998	A498	SNB-75	HCT-15	HCT-116	HT29	KM12	COLO 205	SW-620
# CN1C(=O)/C(=C/c2cn(-c3ccccc3)nc2-c2ccccc2)SC1=S is listed as 115	79	101	103	100	109	102	124	99
# c1ccc(CNNCc2ccccc2)cc1 is listed as 108	99	95	101	111	98	108	113	104
# Cc1ccc(CSc2nc(Cl)c(C#N)c(-c3ccc(F)cc3)n2)cc1 is listed as 88	92	126	54	59	38	72	77	63
# C#CCOc1cc(N(CC)CC)ccc1C(C(=O)NC(C)(C)C)N(C(=O)C1CCc2cc(F)ccc2O1)c1ccccc1F (configuration not stated) is listed as 73	33	40	30	20	45	19	13	42
# O=C1NC(=O)N(C2CCCCC2)CC1Br (configuration not stated) is listed as .	114	85	80	87	101	112	97	86

# Going on with the list.
SMILES,HCC-2998,A498,SNB-75,HCT-15,HCT-116,HT29,KM12,COLO 205,SW-620
CCOC(=O)C(=O)Cc1nc2ccccc2s1,98,104,84,87,87,101,96,102,101
Cc1ccc(C(=O)Nc2nc3cc(C(=O)N4CCN(C(c5ccccc5)c5ccccc5)CC4)ccc3o2)cc1,59[6.75 µM],58[6.75 µM],65[6.75 µM],18[6.75 µM],27[6.75 µM],38[6.75 µM],36[6.75 µM],.,21[6.75 µM]
COc1ccccc1-c1ccc2c3c(cccc13)C(=O)N(N1C(=O)c3cccc4cccc(c34)C1=O)C2=O,117,115,76,97,99,99,100,104,100
COc1cc(/C=C/C(=O)c2c(C)n([O-])c3ccc(Cl)cc3[n+]2=O)cc(OC)c1OC,106,98,76,59,63,102,96,87,82
O=P(O)(O)C(O)(Cc1cccnc1)P(=O)(O)O,119,119,88,90,106,106,100,.,99
CC(=O)Nc1c(O)c2ccccc2c2ccccc12,93,88,79,94,98,101,96,104,115
CCOC(=O)c1sc(NC(=O)c2ccc(Cl)cc2)nc1C,.,80,91,99,94,92,109,101,102
NS(=O)(=O)c1cc2c(cc1Cl)NC(CC1CCCC1)NS2(=O)=O (configuration not stated),95,108,99,101,98,105,115,118,101
CCCCCCC(C)(O)C(C(=O)O)c1ccccc1 (configuration not stated),108,106,95,111,106,114,131,113,121
Cc1nc2sccn2c1-c1nnc(SCC(=O)O)o1,100,88,89,98,99,104,101,108,95
